GALK inhibitor = inhibitors of human galactokinase. P51570. Purified GALK, Kinase-Glo residual ATP luminescence. Potency, µM (titrated, usually from 57.5 µM), without a hit: at the top dose activity change, negative = inhibition, usual class: inhibitors. 0.007% of 270,000 active; further: potency means the concentration at half of the fitted maximal effect; on the % scale 0 is the no-effect control and ±100 the full control effect
Target sequence (P51570 whole entry, looked up): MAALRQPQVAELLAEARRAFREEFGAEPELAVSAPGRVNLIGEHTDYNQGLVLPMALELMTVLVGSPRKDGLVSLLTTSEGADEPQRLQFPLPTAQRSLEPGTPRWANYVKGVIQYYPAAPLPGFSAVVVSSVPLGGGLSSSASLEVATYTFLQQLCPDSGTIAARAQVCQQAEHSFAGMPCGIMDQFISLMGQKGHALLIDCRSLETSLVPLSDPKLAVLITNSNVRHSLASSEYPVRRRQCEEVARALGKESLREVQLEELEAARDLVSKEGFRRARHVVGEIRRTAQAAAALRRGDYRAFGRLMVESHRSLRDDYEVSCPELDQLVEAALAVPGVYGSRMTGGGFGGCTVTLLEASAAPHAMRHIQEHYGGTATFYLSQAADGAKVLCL
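GALK at 5 nM final was combined with compound, 35 uM ATP and 100 uM galactose in HEPES pH8.0 with MgCl2 and DTT. The reaction ran one hour at room temperature before luminescent ATP detection.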
CXXC DNA block = MLL CXXC-DNA interaction inhibition | Q03164 | MLL-CXXC / FITC-HOXA9 DNA fluorescence polarization | Potency, µM (highest dose often 115 µM), inactives show at the top dose activity change, negative = inhibition, most hits filed as inhibitors | 0.037% of 290,000 active | AID 2662; active means well fitted inhibition curve with a large enough effect in the polarisation, with a control signal flat, not every such curve was filed as active; inconclusive means small, poorly fitted or top-dose-only effect, or effect the other way, or a change in a side signal; inactive means no such curve, though single readings can be large or run the other way; the % refers to the polarisation; further: potency means the concentration at half of the fitted maximal effect
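Fluorescence polarization: 7 uM MLL-CXXC (stock) preincubated 5 min with compounds, then 50 nM fluorescein-HOX-A9 DNA (stock) added; 30 min ambient. Buffer 50 mM Tris-HCl pH 7.5, 50 mM NaCl, 1 mM DTT, 0.05% BSA.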
hERG WT inh = inhibitors of human wildtype KCNH2 potassium channel; AID 720551; U2OS, BacMam KCNH2, thallium flux FluxOr; active compounds read low; 0.37% of 340,000 active; activity change, % at 1.84 µM; Q12809;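 active means maximum activity change below -70%; inconclusive means maximum activity change between -70% and -50%; inactive means maximum activity change above -50%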; further: on the % scale 0 is the no-effect control and ±100 the full control effect
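U2OS cells were transduced with wild-type KCNH2 virus (2.03 x 10^8 / mL) for 4 h at room temperature, then cultured overnight at 37 C. Thallium flux was read with FluxOr dye. Rate constants were normalized to DMSO controls.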
Giardia killer = kills Giardia lamblia. 0.15% of 340,000 active. AID 540267. activity change, % at 7.66 µM, hits read low. Giardia lamblia trophozoite viability; in the data active means activity change below about -80%; inconclusive means between about -30% and that limit;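 further: parasites exposed to compound for two days anaerobically before the ATP read; on the % scale 0 is the no-effect control and ±100 the full control effect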
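Luminescent ATP signal served as the viability read-out, measured 15-30 min after adding ATP detection reagent to trophozoites that had been incubated with compounds for 48 hrs at 37 deg C anaerobically at 100 cells/well.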
AT treatment = potential ataxia-telangiectasia treatment | […] A-T fibroblasts, KAP-1 phosphorylation AlphaLISA; neocarzinostatin DNA damage 30 min before lysis | Potency, µM (highest dose often 57.5 µM), for inactives: at the top dose activation, most hits filed as activators | 0.19% of 320,000 active | AID 485349; further: potency means the concentration at half of the fitted maximal effect; % of control where 0% means no effect; nearly all actives have a fitted effect of over 45% in size
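hTERT-immortalized A-T patient fibroblasts ([…]), 500 cells/well in OPTI-MEM, 1% FBS, got compounds for 60 min, then NCS for 30 min at 37C. Lysates were then assayed for phospho-KAP-1 by AlphaLISA (anti-pKAP1 donor, anti-KAP1 acceptor beads), 6 hr at 25C.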
TSHR antagonist = antagonists of human thyroid stimulating hormone receptor. P16473. TSHR-expressing cells, TSH-stimulated cAMP HTRF, 2 h; active compounds read low. activity change, negative = inhibition, % at 11.5 µM. 0.2% of 330,000 active. AID 504810;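 active means activity change below a set negative limit, meaning inhibition stronger than a set level, cut at about -70% in these data; inconclusive means activity change between two set negative limits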; further: on the % scale 0 is the no-effect control and ±100 the full control effect
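Cell-based HTRF cAMP assay; TSHR cells + compound, TSH EC80 (4nM final), 2 h, 37 deg C. Lysis with anti-cAMP cryptate and cAMP-d2, 30 min RT, read 665/620 nm.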
BCR signal inh = blocks chronic active B-cell receptor signaling. ABC-DLBCL IkBa-CBG/CBR reporter, luminescence ratio, 4 h. Potency, µM (doses to about 46.1 µM), inactives show top-dose ratio change, negative = lower green/red ratio, actives largely listed as inhibitors. AID 493014. 0.05% of 340,000 active; active means well fitted inhibition curve with a large enough effect in the signal ratio, with a control signal flat, not every such curve was filed as active; inconclusive means small, poorly fitted or top-dose-only effect, or effect the other way, or a change in a side signal; the % refers to the signal ratio;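 further: potency means the concentration at half of the fitted maximal effect; plate controls were basal doxycycline-induced cells for no effect and cells given 10 µM MG132 for full effect; MG132 reads +100%, hits lower the ratio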
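Doxycycline induced both beetle luciferases in TMD8 lymphoma cells; IKK-driven degradation limits the IkappaBalpha-fused green signal, while red luminescence normalises for cell number and nonspecific effects. Compounds tested up to 46 uM, 4 hrs.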
Tb PFK inh = blocks T. brucei phosphofructokinase | O15648 | T. brucei PFK, ADP-Glo luminescence | Potency, µM (top dose mostly 57.5 µM), inactives show at the top dose activity, negative = inhibition, usual class: inhibitors | 0.17% of 330,000 active | AID 485367;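 further: potency means the concentration at half of the fitted maximal effect; 0% = uninhibited 1x PFK enzyme wells and -100% = no-enzyme wells; nearly all actives have a fitted effect of over 60% in size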
Target sequence (O15648 whole entry, looked up): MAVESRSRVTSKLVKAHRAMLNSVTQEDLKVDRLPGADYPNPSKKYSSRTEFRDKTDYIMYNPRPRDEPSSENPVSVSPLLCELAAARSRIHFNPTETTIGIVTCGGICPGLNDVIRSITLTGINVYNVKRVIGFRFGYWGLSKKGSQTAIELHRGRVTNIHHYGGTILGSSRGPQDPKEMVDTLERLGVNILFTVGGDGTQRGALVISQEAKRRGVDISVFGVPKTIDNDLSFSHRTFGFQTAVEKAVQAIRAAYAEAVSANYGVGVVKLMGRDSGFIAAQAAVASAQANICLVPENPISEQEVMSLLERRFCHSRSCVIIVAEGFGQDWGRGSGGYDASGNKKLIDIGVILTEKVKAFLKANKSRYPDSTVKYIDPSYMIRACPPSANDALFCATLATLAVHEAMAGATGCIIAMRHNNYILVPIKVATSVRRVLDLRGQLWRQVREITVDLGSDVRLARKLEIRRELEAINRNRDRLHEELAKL
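ADP-Glo luminescence quantified ADP after 45 min at room temperature, with 1.25 nM T. brucei PFK, 0.1 mM ATP and 0.5 mM fructose-6-phosphate in pH 8.0 TEA buffer. qHTS titrations up to 57 µM; curves classified by quality.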
Coupling enz = inhibits coupling enzyme system, counter-screen for aldolase hits | AID 2472 | activity change, negative = inhibition, % at 58.2 µM, hits read low | 0.67% of 290,000 active | coupling enzyme system counterscreen, AmpLite Red fluorescence; in the data active means activity change below about -30%; further: on the % scale 0 is the no-effect control and ±100 the full control effect
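Coupling enzymes only (glyceraldehyde-3-phosphate) + compound, at 57.5 uM final, 10 min RT; add substrate/coupling/AmpLite Red mix, 20 min RT; fluorescence ex 525/em 598 nm. Actives flag coupling-system interference.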
TCR act = T cell receptor activation; 330,000 tested, under 10 active; AID 504894; primary human leukocytes, anti-CD3, IL-2 HTRF, 48 h; Potency, µM (top dose mostly 9.22 µM), inactives show at the highest dose activation of IL-2 secretion, actives largely listed as activators; further: % of control where 0% means no effect
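IL-2 produced over 48 hr by a-CD3 bead-stimulated primary human leukocytes exposed to compounds was detected with a homogeneous time-resolved FRET immunoassay, 665nm acceptor signal after 320nm excitation.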
The depositor's hits bear a star; [ ] = dose if it differs, or a comment. Unless noted, the call rests on the fitted dose curve; in most records, active means well fitted curve in the direction sought with a large enough effect; inconclusive means small, poorly fitted or top-dose-only effect, or another doubt; inactive means no such curve, though single readings can be large; an effect the other way counts as inactive or inconclusive. Rows were taken by chance, and some 1.6% of all compounds hit somewhere here.

Screening O=C(Nc1ccccc1C(=O)Nc1ccccc1C(=O)O)c1ccccc1 returned GALK inhibitor -6%, CXXC DNA block -6%, hERG WT inh 0, Giardia killer 10, AT treatment 21%, TSHR antagonist 1, BCR signal inh -3%, Tb PFK inh 3%, Coupling enz 6 and TCR act 5%.
For COc1ccc(-c2cnnn2-c2ccc(NC(=O)c3ccco3)cc2)cc1OC the results were GALK inhibitor -4%, CXXC DNA block -1%, hERG WT inh -14, Giardia killer 6, AT treatment 0%, TSHR antagonist -9, BCR signal inh inconclusive, Tb PFK inh 0%[0.46 µM], Coupling enz 1 and TCR act -2%.
Screening Cc1sc(NC(=O)CSc2nnc(-c3ccc(F)cc3)o2)c(C#N)c1C returned GALK inhibitor -4%, CXXC DNA block -11%, hERG WT inh -8, Giardia killer 38[activator], AT treatment -9%, TSHR antagonist -18, BCR signal inh inconclusive, Tb PFK inh 1%, Coupling enz -2 and TCR act 2%.
Cc1n[nH]c(=O)nc1NC1CCCCC1 was read as GALK inhibitor -1%, CXXC DNA block -8%, hERG WT inh -8, Giardia killer -15, AT treatment 1%, TSHR antagonist 2, BCR signal inh -6%, Tb PFK inh 3%, Coupling enz -2 and TCR act -2%.
`CC1(C)C(=O)Nc2ccccc2N1C(=O)CSc1ncccn1` gave GALK inhibitor 6%, CXXC DNA block -6%, hERG WT inh 3, Giardia killer 8, AT treatment 4%, TSHR antagonist 4, BCR signal inh 7%, Tb PFK inh -2%, Coupling enz 5 and TCR act -6%.
For O=C(Cn1cnc2c(nnn2-c2cccc(Cl)c2)c1=O)N1CCOCC1 the results were GALK inhibitor 3%, CXXC DNA block -1%, hERG WT inh 6, Giardia killer -1, AT treatment 6%, TSHR antagonist 33, BCR signal inh 6%, Tb PFK inh -13%, Coupling enz 3 and TCR act 7%.
`Cc1ccc(C)c(N2CCN(S(=O)(=O)c3ccc4c(c3)CCC(=O)N4)CC2)c1` gave GALK inhibitor -2%, CXXC DNA block 2%, AT treatment 0%, TSHR antagonist -9, BCR signal inh inconclusive, Tb PFK inh -3% and Coupling enz 5.
Screening COc1ccc([N+](=O)[O-])cc1NS(=O)(=O)c1cccc(C(=O)OC2CCOC2=O)c1 (stereo not given) returned hERG WT inh -4, Giardia killer -7, AT treatment 4%, TSHR antagonist -7, BCR signal inh 13%, Tb PFK inh 2% and TCR act -4%.
Screening COc1ccc(C(=O)ON=C2C=C(C)C(=O)C(C)=C2)cc1 returned GALK inhibitor 0%, CXXC DNA block 13%, hERG WT inh -6, Giardia killer -23, AT treatment 16%, TSHR antagonist 9, BCR signal inh 0%, Tb PFK inh 8%, Coupling enz -21 and TCR act -3%.
For O=C(Nc1nnc(C2=COCCO2)o1)c1ccc(S(=O)(=O)N2CCCC2)cc1 the results were GALK inhibitor -1%, CXXC DNA block -4%, hERG WT inh -9, Giardia killer -6, AT treatment 5%, TSHR antagonist 22, BCR signal inh 0%, Tb PFK inh 0%, Coupling enz 8 and TCR act 3%.

Of the compounds above, 2 have an aryl thioether with sulfur outside any ring:
Screening Cc1sc(NC(=O)CSc2nnc(-c3ccc(F)cc3)o2)c(C#N)c1C returned GALK inhibitor -4%, CXXC DNA block -11%, hERG WT inh -8, Giardia killer 38[activator], AT treatment -9%, TSHR antagonist -18, BCR signal inh inconclusive, Tb PFK inh 1%, Coupling enz -2 and TCR act 2%.
`CC1(C)C(=O)Nc2ccccc2N1C(=O)CSc1ncccn1` gave GALK inhibitor 6%, CXXC DNA block -6%, hERG WT inh 3, Giardia killer 8, AT treatment 4%, TSHR antagonist 4, BCR signal inh 7%, Tb PFK inh -2%, Coupling enz 5 and TCR act -6%.

(more compounds)
CC(=O)c1cccc(NC(=O)CCC2CCCC2)c1 was read as GALK inhibitor -2%, CXXC DNA block -4%, hERG WT inh 18, Giardia killer -2, AT treatment 6%, TSHR antagonist -3, BCR signal inh inconclusive, Tb PFK inh 0%, Coupling enz -2 and TCR act 1%.
`CC/C(=N\Nc1ccnc2cc(Cl)ccc12)c1ccc(O)cc1` gave GALK inhibitor -1%, CXXC DNA block 22%, hERG WT inh 11, Giardia killer 2, AT treatment 7%, TSHR antagonist -3, BCR signal inh 13%, Tb PFK inh 0%, Coupling enz 0 and TCR act -4%.
For Cc1ccc(-c2noc(COc3ccc4c(c3)OCO4)n2)cc1 the results were GALK inhibitor -2%, CXXC DNA block -5%, hERG WT inh 7, Giardia killer -4, AT treatment -2%, TSHR antagonist -10, BCR signal inh -1%, Tb PFK inh 0%, Coupling enz 1 and TCR act 3%[46.1 µM].
Cc1cccc(OCC(=O)OCC(=O)NCC2CCCO2)c1C (stereo not given) was read as hERG WT inh -16, Giardia killer 14, AT treatment 0%, TSHR antagonist 7, BCR signal inh 1% and Tb PFK inh -6%.
For COC(=O)c1ccc(Oc2nc(C(N)=O)cc(-c3ccccc3)n2)cc1 the results were GALK inhibitor 3%, CXXC DNA block -10%, hERG WT inh -9, Giardia killer 5, AT treatment -4%, TSHR antagonist -1, BCR signal inh -1%, Tb PFK inh -1%, Coupling enz -5 and TCR act -5%.
Screening Cc1ccc(-n2nc(C)c(C3(O)C(=O)N(C(C)C)c4ccccc43)c2N)cc1 (stereo not given) returned GALK inhibitor -3%, CXXC DNA block 4%, hERG WT inh 2, Giardia killer 14, AT treatment 0%, TSHR antagonist 12, BCR signal inh -3%, Tb PFK inh -3%, Coupling enz 2 and TCR act 4%[46.1 µM].
O=C(NC1CC1)C1CCCN(C(=O)Nc2ccc(F)cc2)C1 (stereo not given) was read as CXXC DNA block 0%, hERG WT inh 9, Giardia killer -5, AT treatment -4%, TSHR antagonist 6, BCR signal inh -2%, Tb PFK inh 3%, Coupling enz 1 and TCR act -1%[46.1 µM].
COc1ccc(S(=O)(=O)Nc2ccc3c(c2)C(=O)N([C@H](C)CO)C[C@H](C)[C@@H](CN(C)S(=O)(=O)c2ccccc2)O3)cc1 was read as hERG WT inh 8, Giardia killer 20, AT treatment -5%, TSHR antagonist -18, BCR signal inh inconclusive, Tb PFK inh 6% and TCR act -1%.
`CC(C)c1ccc(NC(=S)Nc2cccc3ccccc23)cc1` gave GALK inhibitor -3%, CXXC DNA block -1%, hERG WT inh 7, Giardia killer 23, AT treatment -7%, TSHR antagonist -9, BCR signal inh -17%, Tb PFK inh -4%, Coupling enz 0 and TCR act 3%.
`NC(=O)c1ccsc1NC(=O)c1ccc(S(=O)(=O)N2CCCc3ccccc32)cc1` gave CXXC DNA block 26%, hERG WT inh -9, Giardia killer -2, AT treatment 7%, TSHR antagonist -15, BCR signal inh inconclusive, Tb PFK inh 13%, Coupling enz -3 and TCR act -6%.

The closing 2 entries of the section above lead into the next:
`CC(C)c1ccc(NC(=S)Nc2cccc3ccccc23)cc1` gave GALK inhibitor -3%, CXXC DNA block -1%, hERG WT inh 7, Giardia killer 23, AT treatment -7%, TSHR antagonist -9, BCR signal inh -17%, Tb PFK inh -4%, Coupling enz 0 and TCR act 3%.
`NC(=O)c1ccsc1NC(=O)c1ccc(S(=O)(=O)N2CCCc3ccccc32)cc1` gave CXXC DNA block 26%, hERG WT inh -9, Giardia killer -2, AT treatment 7%, TSHR antagonist -15, BCR signal inh inconclusive, Tb PFK inh 13%, Coupling enz -3 and TCR act -6%.
CCOc1ccc(N2C(=O)CC(SCC(=O)O)C2=O)cc1 (stereo not given) was read as GALK inhibitor -1%, CXXC DNA block -9%, hERG WT inh -26, Giardia killer -8, AT treatment 0%, TSHR antagonist -3, BCR signal inh -1%, Tb PFK inh 8%, Coupling enz 4 and TCR act 8%.
`Cc1c(CC(=O)NCC(=O)NCC(=O)O)c(=O)oc2cc3c(cc12)CCC(C)(C)O3` gave CXXC DNA block 4%, hERG WT inh 0, Giardia killer -18, AT treatment 5%, TSHR antagonist -3, BCR signal inh 5%, Tb PFK inh -1%, Coupling enz 0 and TCR act 0%.
CCOc1cccc(OCCNC2CCCC2)c1 was read as GALK inhibitor 6%, CXXC DNA block 2%, hERG WT inh -8, Giardia killer 18, AT treatment 2%, TSHR antagonist -1, BCR signal inh 3%, Tb PFK inh -5%, Coupling enz 1 and TCR act -1%.
C[N+]1(C)CC2([N+](=O)[O-])CC=C(Oc3ccccc3)C([N+](=O)[O-])(C2)C1 (stereo not given) was read as GALK inhibitor 0%, CXXC DNA block 1%, hERG WT inh -7, Giardia killer -16, AT treatment 10%, TSHR antagonist 0, BCR signal inh 4%, Tb PFK inh -1%, Coupling enz 0 and TCR act 1%[46.1 µM].
